# BRCA1 expr up: BRCA1 expression activation; Potency, µM (top dose mostly 46.1 µM), without a hit: top-dose activation, most hits filed as activators; 380,000 tested, 1.1% active; MCF7-BRCA1-FFLuc reporter, luminescence, 48 h; response scale: scaled: vehicle 0%, 10 µM genistein 100%; also: potency is read from the fitted curve at half-maximal effect; nearly all actives have a fitted effect of over 80% in size; some results filed as inactive show a strong effect at the top dose
#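 First, MCF7-BRCA1-FFLuc cells (2000/well) attach for 2 h; next, compounds are pin-added and incubated 48 h at 37 °C; finally, luciferase reagent is added and luminescence read after 15 min.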
# ELG1 DNA repair: blocks ELG1-dependent DNA repair in HEK293T cells; HEK293T ELG1-luciferase reporter, luminescence, 16 h; DNA damage induced by 5-fluorouridine; Potency, µM (series often up to 46.1 µM), for the others: at the highest dose activity change, negative = inhibition, most hits filed as inhibitors; 330,000 tested, 2.3% active; AID 504467; also: potency is read from the fitted curve at half-maximal effect; % is scaled to controls: 0 for no effect and ±100 for the full control effect; nearly all actives have a fitted effect of over 55% in size
#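 Quantitative HTS, concentration-response format. 2,000 cells/well co-treated with 5-fluorouridine and compound, 16 hr in 5% CO2 at 37 °C; ONE-Glo luminescence read after 30 min.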
# Gal4-VP16 FLuc: counter-screen for ROR gamma inhibitors: Gal4-VP16 reporter. 310,000 tested, 3.5% active. Drosophila S2 Gal4-VP16 UAS-luciferase, luminescence, 20 h. Potency, µM (top dose mostly 53.6 µM), without a hit: at the highest dose activity, negative = inhibition, most hits filed as inhibitors;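 also: Gal4-VP16 expression switched on by copper sulfate through the metallothionein promoter; potency is read from the fitted curve at half-maximal effect; % is scaled to controls: 0 for no effect and ±100 for the full control effect; nearly all actives have a fitted effect of over 50% in size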
# TRPV1 agonist: human TRPV1 agonism. Q8NER1. TRPV1-expressing cells, Fluo-8 calcium influx, agonist mode. activation, % at 8.33 µM. 320,000 tested, 0.19% active; in the data active = activation above about 80%; inconclusive = between about 30% and that limit; also: 0% is about no effect
#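 Fluo-8 calcium influx in TRPV1-expressing cells, kinetic read (ex 480/em 520 nm). Compound added and read 3 min for agonist activity, followed by capsaicin at EC20 final and 2 min further read for enhancement.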
# p53 reactivation: re-activators of mutant p53; H1299 p53-A138V BP100-luciferase reporter, luminescence, 24 h; 320,000 tested, 0.063% active; Potency, µM (highest dose often 92.2 µM), without a hit: top-dose activity change, positive = activation, hits mostly activators; AID 504706; also: potency is read from the fitted curve at half-maximal effect; % of control where 0% means no effect; nearly all actives have a fitted effect of over 45% in size
#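 p53-null H1299 cells stably carrying temperature-sensitive p53-A138V and a BP100-luciferase reporter were pinned with compounds (4-point, 1:5 series) and held 24 hrs at 37 deg C. Luminescence was read 10 min after detection reagent.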
# RORgamma inh: ROR gamma (mouse) transcription inhibition; P51450; Drosophila S2 Gal4-RORgamma UAS-luciferase reporter, 20 h; Potency, µM (highest dose often 53.6 µM), without a hit: top-dose activity change, negative = inhibition, hits mostly inhibitors; 310,000 tested, 5.4% active; AID 2551; also: potency is read from the fitted curve at half-maximal effect; % is scaled to controls: 0 for no effect and ±100 for the full control effect; nearly all actives have a fitted effect of over 60% in size
# Target sequence (P51450 whole entry, looked up, the tested form may be a part): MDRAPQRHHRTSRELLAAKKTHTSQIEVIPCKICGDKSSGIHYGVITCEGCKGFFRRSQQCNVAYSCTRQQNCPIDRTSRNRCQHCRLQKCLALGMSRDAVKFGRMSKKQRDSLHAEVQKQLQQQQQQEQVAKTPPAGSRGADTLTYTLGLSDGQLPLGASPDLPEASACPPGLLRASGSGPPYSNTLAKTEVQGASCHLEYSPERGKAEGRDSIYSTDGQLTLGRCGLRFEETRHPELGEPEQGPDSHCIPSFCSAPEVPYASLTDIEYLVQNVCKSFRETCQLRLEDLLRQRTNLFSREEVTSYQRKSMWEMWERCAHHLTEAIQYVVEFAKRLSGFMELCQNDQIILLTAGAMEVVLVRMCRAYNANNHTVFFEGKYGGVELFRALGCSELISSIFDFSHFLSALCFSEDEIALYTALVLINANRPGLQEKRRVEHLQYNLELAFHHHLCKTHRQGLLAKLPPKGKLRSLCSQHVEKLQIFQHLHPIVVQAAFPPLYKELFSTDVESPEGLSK
#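 A Gal4/UAS one-hybrid system in insect cells: metallothionein-promoter Gal4–ROR gamma fusion plus Photinus luciferase reporter. Copper sulfate 700 uM final, 20 hr ambient incubation, luminescent detection after 10 min with reagent.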
# Tb PFK block: blocks T. brucei phosphofructokinase; AID 485367; O15648; T. brucei PFK, ADP-Glo luminescence; 330,000 tested, 0.17% active; Potency, µM (highest dose often 57.5 µM), without a hit: top-dose activity, negative = inhibition, most hits filed as inhibitors;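 also: potency is read from the fitted curve at half-maximal effect; 0% = uninhibited 1x PFK enzyme wells and -100% = no-enzyme wells; nearly all actives have a fitted effect of over 60% in size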
# Target sequence (O15648 whole entry, looked up): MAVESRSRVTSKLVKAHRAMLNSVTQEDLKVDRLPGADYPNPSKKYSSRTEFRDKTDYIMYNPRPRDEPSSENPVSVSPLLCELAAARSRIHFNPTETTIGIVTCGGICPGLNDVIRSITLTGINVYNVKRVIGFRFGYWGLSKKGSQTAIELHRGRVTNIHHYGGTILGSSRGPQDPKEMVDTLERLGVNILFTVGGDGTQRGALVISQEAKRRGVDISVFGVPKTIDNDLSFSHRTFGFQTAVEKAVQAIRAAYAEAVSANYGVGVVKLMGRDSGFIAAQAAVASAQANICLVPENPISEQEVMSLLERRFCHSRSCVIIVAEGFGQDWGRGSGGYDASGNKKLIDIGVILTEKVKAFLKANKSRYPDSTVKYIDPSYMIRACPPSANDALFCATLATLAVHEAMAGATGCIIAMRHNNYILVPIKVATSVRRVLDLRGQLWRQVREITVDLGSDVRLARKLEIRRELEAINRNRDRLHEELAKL
#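 1.25 nM PFK with 0.5 mM F6P and 0.1 mM ATP in 0.1 M TEA pH 8.0, 5 mM MgCl2, incubated 45 min at room temperature; ADP measured by ADP-Glo luminescence; compounds titrated up to 57 uM.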
# FLuc counter: firefly luciferase modulation, counter-screen for miR-21 project; AID 588342; 360,000 tested, 6.9% active; purified FLuc, Km substrates, luminescence inhibition; Potency, µM (titrated, usually from 57.5 µM), inactives show top-dose activity change, negative = inhibition, usual class: inhibitors;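 also: potency is read from the fitted curve at half-maximal effect; plate controls were vehicle for no effect and reference inhibitor for full effect; nearly all actives have a fitted effect of over 55% in size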
#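 Biochemical qHTS of compounds, final roughly 60 µM downward over six points, against 10 nM purified firefly luciferase using Km concentrations of substrates (10 uM D-luciferin, 10 uM ATP) in Tris acetate pH 7.5 buffer; luminescence output.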
# ELG1 genotox: inducers of genotoxicity in HEK293T ELG1-luciferase cells | HEK293T ELG1-luciferase reporter, luminescence, 16 h | Potency, µM (highest dose often 46 µM), inactives show at the highest dose activity change, positive = activation, most hits filed as activators | 330,000 tested, 1.3% active; also: potency is read from the fitted curve at half-maximal effect; % of control where 0% means no effect; nearly all actives have a fitted effect of over 60% in size
#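 Cells (2,000/well) expressing the ELG1-luciferase fusion are dosed by pin tool and kept 16 hr at 37 °C, 5% CO2. Signal comes from ONE-Glo luciferase reagent after 30 min at room temperature.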
# NPC1 prom act: NPC1 promoter activation; Huh7 NPC1 promoter luciferase reporter, 24 h; Potency, µM (top dose mostly 9.22 µM), for inactives: top-dose activation, hits mostly activators; 320,000 tested, 2.4% active; AID 485313;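 also: potency is read from the fitted curve at half-maximal effect; % of control where 0% means no effect; nearly all actives have a fitted effect of over 60% in size; reporter is driven by a mutant NPC1 promoter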
#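 Cells: Huh7 expressing luciferase under the NPC1 promoter, 1500/well. Seeded 2 h, compound added, incubated 24 h at 37 °C. Luciferase reagent, 10 min ambient, then luminescence.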
# Rab9 prom act: activates the Rab9 promoter; Potency, µM (titrated, usually from 9.22 µM), for the others: at the highest dose activation, negative = inhibition, hits mostly activators; 320,000 tested, 2.8% active; Huh7 Rab9 promoter-luciferase reporter, luminescence, 24 h; also: potency is read from the fitted curve at half-maximal effect; % of control where 0% means no effect; nearly all actives have a fitted effect of over 60% in size
#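 Stable Rab9-luc Huh7, 1500 cells/well, 2 h settle; cmpd in DMSO, 24 h, 37 °C/5% CO2; luciferase reagent 10 min RT; luminescence.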
# Active calls of the source: *; ? = inconclusive; · = not tested or not shown. Unless noted, calls follow the shape of the dose curve; as a rule, active = well fitted curve in the direction sought with a large enough effect; inconclusive = small, poorly fitted or top-dose-only effect, or another doubt; inactive = no such curve, though single readings can be large; an effect the other way counts as inactive or inconclusive.
# Fields: BRCA1 expr up, ELG1 DNA repair, Gal4-VP16 FLuc, TRPV1 agonist, p53 reactivation, RORgamma inh, Tb PFK block, FLuc counter, ELG1 genotox, NPC1 prom act, Rab9 prom act
CCN1CCN(c2cc(C)c3cc(NC(=S)NCCCN4CCc5ccccc5C4)ccc3n2)CC1
    -13%, 21%, -21%, -7, ?, ?, 0%, -1%, 13%, -2%, 2%
CCOc1ccccc1C1NC(=O)CCC1[N+](=O)[O-] (stereo not given)
    -3%, -25%, 4%, -3, 28%, -5%, 2%, 2%, -6%, -1%, 1%
O=C(NC1CCCC1)c1cc(S(=O)(=O)N2CCOCC2)c(Cl)cc1Cl
    -22%, -19%, -9%, 11, -4%, -16%, -10%, 0%, -7%, -4%, -1%
CCn1ccc(C(=O)Nc2ccccc2SC)n1
    ?, ?, -17%, 21, 6%, -4%, -22%, ?, ?, ?, 4.5µM*
COc1ccc(NC(=S)NCCN2CCC(C)CC2)cc1
    1%, -12%, -17%, -1, -2%, 2%, 5%, 5%, 0%, -4%, -3%
Cc1cccc(Cc2c(C)[nH]c(=O)c(C#N)c2C)c1
    -11%, 17%, 11%, 0, -1%, -31%, 0%, 2%, 5%, 0%, -5%
O=C(C[n+]1ccccc1)N1CCCc2ccccc21
    -9%, -10%, -1%, 0, 2%, 4%, -8%, -2%, -2%, 1%, -4%
COc1ccc(NC(C)=O)cc1S(=O)(=O)N(C)Cc1c(C)nn(-c2ccccc2)c1C
    11%, -25%, ·, -1, -5%, ·, 0%, ·, -2%, 2%, 2%
CC(C)CN(CCNC(=O)CN1C(=O)COc2ccc(S(=O)(=O)N3CCC(C)CC3)cc21)CC(C)C
    0%, 0%, 7%, -3, 28%, -7%, 1%, 0%, 0%, 2%, -2%
O=C(O)c1ccc2c(c1)OCCCO2
    18%, 9%, 2%, -2, 7%, -9%, -2%, -1%, 0%, 0%, 0%
Cc1ccc(OC(=O)C23CC4CC(CC(C4)C2)C3)c(C)n1
    -1%, 0%, ?, ?, 1%, -9%, 4%, ?, 0%, 1%, 2%
CCCCCCCCCOC1OC(CO)C(O)C(O)C1NC(C)=O (stereo not given)
    -5%, 4%, -6%, -1, 17%, 0%, 4%, 6%, -1%, -4%, -4%
Cc1ccc(S(=O)(=O)N2[C@@H](c3ccc(Br)cc3)C(C(=O)O)=CC[C@H]2c2ccc(Cl)c(Cl)c2)cc1
    -11%, -2%, ·, ·, 3%, ·, 5%, ·, -8%, ·, ·
O=C(Nc1cccc(OCC(=O)N2CCOCC2)c1)c1cccc([N+](=O)[O-])c1
    -2%, ?, 0%, -3, -3%, -8%, -2%, -4%, -9%, -5%, -3%
O=C(CC(c1ccc(F)cc1)c1ccco1)N1CCOCC1 (stereo not given)
    3%, 10%, 2%, 3, -2%, -3%, -2%, 4%, 0%, 12%, -5%
CSc1nccc(Nc2ccccc2)c1C#N
    3%, 0%, 10%, 11, 0%, 28%, 2%, -9%, 8%, -3%, -3%
CN1CCN(c2nc3ccccn3c(=O)c2C=O)CC1
    -2%, 1%, 6%, 4, 7%, -26%, -1%, -1%, -1%, -4%, -2%
COc1ccc(OC)c(S(=O)(=O)N2CCC(C(=O)NCc3ccccn3)CC2)c1
    9%, -2%, 7%, -1, -3%, 11%, -1%, 2%, -4%, -2%, -3%
Cc1c(C(=O)NN)[nH]c2ccc([N+](=O)[O-])cc12
    -65%, -3%, ?, 6, -5%, 11µM*, 3%, 3%, -8%, -2%, -6%
Cc1ccc(S(=O)(=O)N2CCN(C(=O)COc3ccc(C)nc3[N+](=O)[O-])CC2)c(C)c1
    -16%, ?, 1%, -1, 2%, 1%, 1%, 0%, -3%, -5%, 1%
COc1ccc(-c2cc(C(F)(F)F)n3ncc(C(=O)N4CCCCC4c4cccnc4)c3n2)cc1 (stereo not given)
    -46%, ?, -2%, -8, 2%, ?, 6%, -5%, -7%, 1%, 13%
COc1ccc(NC(=O)c2ccc(OC)c(S(=O)(=O)N3CCCCC3C)c2)cn1 (stereo not given)
    5%, -19%, ·, 18, 5%, ·, 1%, 0%, 0%, 0%, -6%
COCCN1C=C(C(=O)OC)C(c2ccc(OC)c(OC)c2)C(C(=O)OC)=C1
    -1%, ?, -9%, 10, 9%, -1%, 0%, -9%, -2%, 0%, 0%
COc1cc(C(=O)c2cocc2C(=O)c2ccc3c(c2)OCO3)cc(OC)c1OC
    -74%, ?, 5%, -1, 0%, -14%, 18%, -4%, 10%, -16%, -18%
CCOc1ccc(NC(=O)CN(C)C(=O)c2ccccc2SCc2c(C)noc2C)cc1OCC
    -2%, -28%, ·, -1, 4%, ·, -2%, -2%, -1%, -4%, 1%
O=c1cc(CO)occ1OCc1ccccc1
    16%, ?, 13%, -2, 8%, ?, -7%, -2%, 4%, 0%, -3%
CCCNS(=O)(=O)c1ccc(CCC(=O)NCC2CCCO2)cc1 (stereo not given)
    7%, 2%, -5%, -7, 1%, 34%, 1%, -2%, -1%, 1%, 1%
COc1ccc(-c2csc(NC(=O)CSc3ncn[nH]3)n2)cc1OC
    3%, ?, ?, 6, 0%, -31%, 8%, -15%, -2%, -4%, -13%
CCc1nc2ccccc2n(CCOCCOCCn2c(=O)c(CC)nc3ccccc32)c1=O
    -5%, -9%, -5%, 1, -7%, -25%, -6%, -1%, -8%, -4%, -7%
CCCc1cc(C(=O)NNC(=S)NC(C)c2ccccc2)cs1 (stereo not given)
    -14%, -26%, 4%, 0, 1%, 35%, -9%, -1%, -2%, -1%, -2%
COC(=O)c1c(C(=O)OC)c(-c2ccc(F)cc2)n2c1CS(=O)C2 (stereo not given)
    -10%, 10%, -11%, -7, 1%, 4%, 2%, -2%, 3%, 2%, -4%
CCC(NC(=O)NNC(=O)c1ccncc1)(C(F)(F)F)C(F)(F)F
    18%, 4%, 13%, 30, 0%, -4%, 3%, 1%, 0%, -3%, -1%

# Quoted at random: five compounds from above
# Fields: BRCA1 expr up, ELG1 DNA repair, Gal4-VP16 FLuc, TRPV1 agonist, p53 reactivation, RORgamma inh, Tb PFK block, FLuc counter, ELG1 genotox, NPC1 prom act, Rab9 prom act
COC(=O)c1c(C(=O)OC)c(-c2ccc(F)cc2)n2c1CS(=O)C2 (stereo not given)
    -10%, 10%, -11%, -7, 1%, 4%, 2%, -2%, 3%, 2%, -4%
O=C(O)c1ccc2c(c1)OCCCO2
    18%, 9%, 2%, -2, 7%, -9%, -2%, -1%, 0%, 0%, 0%
CCn1ccc(C(=O)Nc2ccccc2SC)n1
    ?, ?, -17%, 21, 6%, -4%, -22%, ?, ?, ?, 4.5µM*
Cc1ccc(S(=O)(=O)N2CCN(C(=O)COc3ccc(C)nc3[N+](=O)[O-])CC2)c(C)c1
    -16%, ?, 1%, -1, 2%, 1%, 1%, 0%, -3%, -5%, 1%
CCOc1ccc(NC(=O)CN(C)C(=O)c2ccccc2SCc2c(C)noc2C)cc1OCC
    -2%, -28%, ·, -1, 4%, ·, -2%, -2%, -1%, -4%, 1%
